CSN deneddyl inh: blocks human CSN-mediated cullin deneddylation; Q92905; Purified CSN, SCF-Nedd8-OG deneddylation, fluorescence polarization; inhibition, % at 12.5 µM; 360,000 compounds, 0.38% hits;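 active = pattern-corrected inhibition above about 35%, with an unprinted fluorescence ratio check between 0.5 and 1.5, limit read from the data, passing the limit was not always enough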;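 also: 0% = enzyme with substrate and 100% = substrate without enzyme; some results filed as inactive read as strong as hits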
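test system = HEK293T-derived human Csn5 enzyme | amount = 0.24 nM Csn5 enzyme, final concentration | medium = Tris/NaCl/DTT buffer, pH 7.5 | schedule = 90 min reaction at room temperature | signal = FP | evaluation = inhibition of Csn5 cleavage, % | compound dosing = single dose of 12.5 µM compound with 0.25% DMSO | probe or stimulus = 10 nM SCFSkp2-Nedd8OG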
FAS TE block: blocks the thioesterase domain of human fatty acid synthase | inhibition, % at 15 µM | 360,000 compounds, 0.67% hits | P49327 | recombinant FAS-TE, OMFH fluorogenic substrate, fluorescence endpoint;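 active = compounds whose normalised, plate-corrected inhibition of enzyme fluorescence in the single-dose primary screen is 50% or more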;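 also: 0% = DMSO with enzyme and 100% = substrate without enzyme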
Rin1-Abl PPI inh: inhibitors of human Rin1-Abl protein interaction. inhibition, % at 7.35 µM. AID 588664. P00519+Q13671. 360,000 compounds, 0.4% hits. TR-FRET Rin1/Abl binding, biochemical; in the data active = inhibition above about 5%, passing the limit was not always enough
MT1-MMP act inh: blocks activation of human MT1-MMP; 360,000 compounds, 0.061% hits; P50281; AID 651647; HT1080 RFP-PRO-GFP cells, GFP/RFP ratio fluorescence, overnight; percent of plate control window, DMSO zero; GFP/RFP ratio change, % at 20 µM;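 active = GFP/RFP ratio change of at least 30% with cell ATP level not reduced by more than half and red fluorescence within 50% of control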; also: strong numbers were not always called active
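system = RFP-PRO-GFP reporter HT1080 cells | dosing = 20 µM single dose, 1% DMSO | timing = overnight cell settling, then overnight compound exposure, 37 °C, 5% CO2 | read-out basis = GFP/RFP fluorescence ratio | controls = DMSO and RFP-L50D-GFP cell wells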
MLLE-PAM2 inh: inhibitors of microRNA-mediated deadenylation, human PABP1 MLLE binding; inhibition, % at 20 µM; GST-MLLE / FITC-PAM2 fluorescence polarization; AID 588489; 360,000 compounds, 0.36% hits; in the data active = inhibition above about 35%, passing the limit was not always enough;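 also: plate controls were DMSO wells with GST-MLLE for no effect and wells lacking GST-MLLE protein for full effect; some results filed as inactive read as strong as hits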
Target sequence (P11940 whole entry, looked up): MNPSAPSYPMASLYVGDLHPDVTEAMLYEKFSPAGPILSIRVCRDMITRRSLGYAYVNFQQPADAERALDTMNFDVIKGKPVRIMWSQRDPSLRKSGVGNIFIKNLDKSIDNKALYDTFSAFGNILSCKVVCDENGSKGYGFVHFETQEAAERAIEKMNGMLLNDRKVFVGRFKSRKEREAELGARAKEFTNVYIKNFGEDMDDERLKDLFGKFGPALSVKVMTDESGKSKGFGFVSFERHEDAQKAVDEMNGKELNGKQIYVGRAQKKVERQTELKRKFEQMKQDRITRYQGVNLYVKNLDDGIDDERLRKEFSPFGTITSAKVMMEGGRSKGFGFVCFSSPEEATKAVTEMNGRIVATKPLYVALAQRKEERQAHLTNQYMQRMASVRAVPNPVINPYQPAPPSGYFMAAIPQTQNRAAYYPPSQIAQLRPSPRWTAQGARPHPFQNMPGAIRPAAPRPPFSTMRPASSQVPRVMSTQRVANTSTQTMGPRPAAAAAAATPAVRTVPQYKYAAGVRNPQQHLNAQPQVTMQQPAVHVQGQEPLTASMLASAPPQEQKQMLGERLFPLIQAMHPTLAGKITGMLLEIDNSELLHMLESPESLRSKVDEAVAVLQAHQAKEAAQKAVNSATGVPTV
Rpn11 inh: inhibitors of human proteasome Rpn11 | 360,000 compounds, 0.59% hits | human 26S proteasome, Ub4-pepOG fluorescence polarization; 20S core pre-blocked with epoxomicin | calls only at 20 µM | AID 588493;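 active = inhibition at 20 µM, scaled to each plate's controls, above about 33%, limit read from the data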
Target sequence (O00487 whole entry, looked up): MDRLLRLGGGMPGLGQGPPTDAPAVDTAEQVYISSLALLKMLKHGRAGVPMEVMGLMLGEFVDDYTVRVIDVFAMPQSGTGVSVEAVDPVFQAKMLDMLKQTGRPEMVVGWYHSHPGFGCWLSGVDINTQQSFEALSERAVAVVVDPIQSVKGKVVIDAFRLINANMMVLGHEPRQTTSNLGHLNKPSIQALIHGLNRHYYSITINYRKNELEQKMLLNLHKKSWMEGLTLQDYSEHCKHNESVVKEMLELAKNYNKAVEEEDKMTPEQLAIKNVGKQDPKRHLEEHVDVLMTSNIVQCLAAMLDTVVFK
Neddyl block: cullin neddylation inhibition. P61081+Q13564. TR-FRET cullin neddylation, biochemical. calls only at 25 µM. 360,000 compounds, 0.58% hits. AID 651699; in the data active = inhibition above about 36%
NadD block: blocks S. aureus nicotinate mononucleotide adenylyltransferase; purified NadD enzyme, colorimetric absorbance read-out; inhibition, % at 20 µM; 360,000 compounds, 0.78% hits; in the data active = inhibition above about 26%; also: some compounds past the cut are filed as inactive
SKN-1 block: C. elegans SKN-1 inhibition; C. elegans VP596 Pgst-4::GFP/RFP ratio, acrylamide-induced, 24 h; inhibition, % at 21.8 µM; 360,000 compounds, 0.49% hits; AID 624304;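 active = interference check ratio from 0.5 to 1.5 plus GFP to RFP signal ratio inhibition reaching or exceeding a fixed threshold, cut at about 30% in these data, passing the limit was not always enough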; also: some compounds called inactive have numbers as strong as hits
Active calls of the source: *; i = inactive; . = not tested or not shown.

SMILES	CSN deneddyl inh	FAS TE block	Rin1-Abl PPI inh	MT1-MMP act inh	MLLE-PAM2 inh	Rpn11 inh	Neddyl block	NadD block	SKN-1 block
O=C1NC[C@H](c2ccccc2)OC(=O)[C@H](Cc2ccc(F)cc2)C/C=C\C[C@H]1CC(=O)N(CCO)Cc1ccccc1	-4	14	2	-6	1	i	i	-9	0
Cc1nc2ccc(NC(=O)c3cc(S(=O)(=O)N4CCOCC4)ccc3C)cc2s1	-1	-2	-1	9	-4	i	i	-2	8
Nc1c(-c2ccc(C(F)(F)F)cc2)nc2ncccn12	2	.	.	0	.	.	i	.	24
CN1C(=O)CCC2(c3ccccc3)CC=C(O)C=C12 (stereo unspecified)	0	-8	-1	1	-1	i	i	0	13
Cc1nc2c(N=Nc3ccccc3F)c(N)nn2c(N)c1C#N	1	-2	-4	4	0	i	i	18	-3
CCN1CCN(C(=O)CSc2cc(=O)n(C)c3ccccc23)CC1	5	-8	-14	-3	8	i	i	-6	0
CCCC(=O)Nc1ccc(Cl)c(NC(=O)c2ccc(Br)o2)c1	2	-3	-2	8	0	i	i	-4	1
COc1ccc(Cl)cc1NC(=O)CSc1nnc(Cc2cccn2C)n1-c1ccc(F)cc1	-4	16	-1	-15	-9	i	i	-2	4
Cc1cccc(N2CCN(C(=O)/C=C/c3cccs3)CC2C)c1 (stereo unspecified)	1	7	-2	-5	-2	i	i	1	-16
COc1ccc(CCNC(=O)CN(c2ccccc2)S(C)(=O)=O)cc1OC	3	-7	4	0	-5	i	i	-5	12
CCn1c(C)nc2cc(C(=O)NNC(=O)Nc3cccc(Cl)c3)ccc21	-12	-4	2	0	0	i	i	-2	2
Cc1cnc(C(=O)OC(C(=O)c2c[nH]c3ccccc23)c2ccccc2)cn1 (stereo unspecified)	1	0	4	-2	11	i	i	0	-1
CCCC(C)NC(=O)C1CCN(S(=O)(=O)c2ccccc2)CC1 (stereo unspecified)	-5	-4	-1	-2	-5	i	i	-3	16
COC(=O)c1sc(=S)n(-c2cc(F)ccc2F)c1N	-2	-4	0	8	40*	i	i	-4	6
Cc1ccc2cc(CN(CCCO)S(=O)(=O)c3cccc4nsnc34)c(=O)[nH]c2c1C	2	-4	-3	0	5	i	i	1	-11
C[n+]1c(-c2ccccc2)cc2c(=Cc3ccccc3)c3ccccc3n21	1	20	13*	69	-8	i	.	6	63
COc1ccc(CC(=O)NNc2ncnc3c2cnn3C)cc1	-16	-6	1	2	0	i	i	-5	6
CC(=O)N1CCc2cc(NC(=O)C3(C)CCN3Cc3ccc(C(C)C)cc3)ccc21 (stereo unspecified)	-4	16	-1	-2	8	i	i	4	1
O=C(NCc1ccccc1)C(=O)Nc1cccc(C(=O)O)c1	2	-5	-1	.	10	i	i	1	-8
O=C(Nc1cccnc1N1CCOCC1)c1ccco1	-3	-8	3	-5	-1	i	i	-1	-25
CN(C)c1cccc(NC(=O)c2ccc(-c3ccc(F)c(F)c3)c3ccoc23)c1	-2	24	-1	-2	5	i	i	-6	11
O=C1CC(N2CCC(c3nc4ccccc4o3)CC2)C(=O)N1c1ccc(F)cc1 (stereo unspecified)	0	2	2	-4	9	i	i	3	-2
NC(=O)c1ccccc1N/C=C/C(=O)c1ccc(Cl)cc1	0	-10	0	8	-9	i	i	-4	7
CN1C2C=C3C(C#N)=C(N)C(C#N)(C#N)C(c4ccc(Br)cc4)C3C1CC2 (stereo unspecified)	3	12	1	-9	-1	i	i	-2	1

Fetched by compound from the list above (six):
SMILES	CSN deneddyl inh	FAS TE block	Rin1-Abl PPI inh	MT1-MMP act inh	MLLE-PAM2 inh	Rpn11 inh	Neddyl block	NadD block	SKN-1 block
CC(=O)N1CCc2cc(NC(=O)C3(C)CCN3Cc3ccc(C(C)C)cc3)ccc21 (stereo unspecified)	-4	16	-1	-2	8	i	i	4	1
COC(=O)c1sc(=S)n(-c2cc(F)ccc2F)c1N	-2	-4	0	8	40*	i	i	-4	6
O=C1CC(N2CCC(c3nc4ccccc4o3)CC2)C(=O)N1c1ccc(F)cc1 (stereo unspecified)	0	2	2	-4	9	i	i	3	-2
CN1C2C=C3C(C#N)=C(N)C(C#N)(C#N)C(c4ccc(Br)cc4)C3C1CC2 (stereo unspecified)	3	12	1	-9	-1	i	i	-2	1
COc1ccc(CC(=O)NNc2ncnc3c2cnn3C)cc1	-16	-6	1	2	0	i	i	-5	6
O=C(NCc1ccccc1)C(=O)Nc1cccc(C(=O)O)c1	2	-5	-1	.	10	i	i	1	-8

Next section
SMILES	CSN deneddyl inh	FAS TE block	Rin1-Abl PPI inh	MT1-MMP act inh	MLLE-PAM2 inh	Rpn11 inh	Neddyl block	NadD block	SKN-1 block
CC(c1ccccc1)N1CCn2c(nc3cc(NS(C)(=O)=O)ccc32)C1 (stereo unspecified)	3	1	0	-4	3	i	i	3	4
COc1ccc(NC(=O)C(=O)NCC2CCCN2S(=O)(=O)c2cccs2)cc1 (stereo unspecified)	-2	3	0	-11	-2	i	i	1	16
CCc1ccc(OC)c(S(=O)(=O)N2CCN(C(=O)c3ccco3)CC2)c1	0	-2	-4	1	5	i	i	0	1
COc1ccc(CCNC(=O)c2cnn(-c3ccc(C)c(C)c3)c2NC(=O)c2ccco2)cc1OC	2	-1	1	0	12	i	i	1	7
Cc1cnc(C(=O)OCC(=O)NC(C)c2ccccc2)cn1 (stereo unspecified)	-3	-7	2	-1	-10	i	i	0	1
COc1ccccc1C(=O)C1CCCN(Cc2cccc3nccnc23)C1 (stereo unspecified)	-2	-1	-3	-4	-1	i	i	-3	-4
CC(Nc1n[nH]c(=O)[nH]c1=O)C(=O)N/N=C/c1cccs1 (stereo unspecified)	-7	-5	-1	-2	0	i	i	2	8
COc1ccccc1/C=C\C(=O)NCC(=O)N/N=C(\C)Cc1ccccc1	2	-3	0	1	5	i	i	-6	1
COc1ccc(N2C(=O)NC(=O)C2=O)cc1	1	-6	2	0	-1	i	i	1	2
CCOC(=O)c1[nH]c(C)c(C(=O)N2CCOCC2)c1C	-9	-4	3	-3	-4	i	i	0	11
COc1ccc(CN2C(=O)c3ccccc3C2=O)cc1C(=O)O	-2	-8	1	0	0	i	i	-2	1
COc1ccc(/C=C2\SC(N)=NC2=O)cc1Cl	3	-2	-5	0	-6	i	i	-10	0
Nc1cccc(C(=O)O)c1	-5	-4	-1	9	2	i	i	4	7
O=C(COC(=O)c1ccc(O)cc1)c1ccc(S(=O)(=O)N2CCCCC2)cc1	-1	12	4	-4	6	i	i	-3	4
Cc1ccccc1S(=O)(=O)Cc1ccc(C(=O)NCCN2CCN(Cc3ccccc3)CC2)o1	6	-3	-3	-3	6	i	i	-2	4
Cc1cccc(N2CCN(C(=O)C(NS(=O)(=O)c3cccs3)c3ccccc3)CC2)c1C (stereo unspecified)	-2	28	-1	-12	12	i	i	14	10
O=C(NCc1n[nH]c(=S)n1-c1ccc(Cl)c(Cl)c1)c1ccc(S(=O)(=O)N2CCCCC2)cc1	-1	2	-2	4	-33	i	i	9	7
CC1=CC(=O)[C@@H](O)[C@@H](c2ccccc2Br)N1C	2	-12	-5	2	7	i	i	-1	3
O=C(COc1cccnc1[N+](=O)[O-])Nc1ccc(N2CCOCC2)cc1	-3	-7	-2	-1	0	i	i	-1	6
O=C(Nc1cccc(S(=O)(=O)N2CCOCC2)c1)c1ccccn1	3	-1	0	2	-4	i	i	-6	-2
O=C(N/N=C/c1ccccc1[N+](=O)[O-])c1ccncc1	0	-1	3	-1	-10	i	i	-4	9
Cc1noc(C)c1S(=O)(=O)N(C)C[C@@H]1OCc2cn(nn2)CCCC(=O)N([C@@H](C)CO)C[C@H]1C	10	-3	-3	0	1	i	i	0	1
Cc1ccn(C(=O)c2cc3c(C)nn(-c4ccccc4)c3s2)n1	1	7	-3	-3	4	i	i	-3	-22
O=C(C=Cc1ccccc1)NCCNC(=O)C=Cc1ccccc1	3	-9	0	3	-1	i	i	0	5
COc1ccc(OC)c(S(=O)(=O)NC(=O)C2(C)CCN2C(=O)Cc2ccc(Cl)cc2Cl)c1 (stereo unspecified)	-4	-5	-3	-4	-13	i	i	-6	7
CCOc1cc(C2C(C(=O)N3CCOCC3)=C(C)NC3=C2C(=O)CCC3)ccc1O (stereo unspecified)	6	-6	1	2	-10	i	i	-2	0
CC(C)CN1C(=O)C(=O)N(CC(=O)NC2CCCc3ccccc32)C1=O (stereo unspecified)	12	-2	3	0	-36	i	i	3	-13
COC(=O)c1sccc1-n1cccc1C(=O)N1CCOCC1	4	-6	-1	5	8	i	i	-4	6
CCNC(=O)CN1C(=O)NC2(CCCCCC2)C1=O	0	-10	3	0	3	i	i	-6	-13
CN(Cc1ccccc1)C(=O)c1nc2ccccn2c1CN1CCCC1c1nccs1 (stereo unspecified)	4	0	-4	-2	18	i	i	1	-1
O=C(c1ccc(CS(=O)Cc2ccccc2Cl)o1)N1CCN(c2ccccc2)CC1 (stereo unspecified)	-3	-2	0	-1	7	i	i	1	11
COCC1=C(C(=O)OC)C(c2cccs2)n2ncnc2N1 (stereo unspecified)	0	-4	-1	5	-5	i	i	-3	11
CC(C)c1cc(Cn2c3ccccc3c(=O)n2C(C)Cn2cc(-c3ccccc3)nn2)on1 (stereo unspecified)	-4	.	.	1	.	.	.	.	-2
CSc1ccccc1NC(=O)c1cc2ncc(Br)cn2n1	2	1	-2	2	8	i	i	-1	-7
CN1CCN(c2ccc(NC(=O)COc3ccccc3)cc2Cl)CC1	6	-4	2	-12	4	i	i	-4	-3
CCOC(=O)c1cc(CC)sc1N1C(=O)CC(Sc2ccccc2C(=O)O)C1=O (stereo unspecified)	-1	-4	1	0	24	i	i	-4	8
O=C(CCc1nnc(CCCCc2ccccc2)o1)N1CCC(N2CCCC2)CC1	3	-3	7	0	-13	i	i	-6	-1
C[C@@H]1CN([C@@H](C)CO)C(=O)CCCn2nncc2CO[C@@H]1CN(C)C(=O)OCc1ccccc1	0	-6	1	-2	-2	i	i	2	19
Cc1cc(C)c2c(CC(=O)N3CCCC3)coc2c1	-4	-2	1	2	9	i	i	-5	8
CC1(C)Cc2c(sc3nc4n(c(=N)c23)CCC4)CO1	-3	-5	-5	-5	-1	i	i	1	15
CC(=O)c1cccc(NC(=O)COC(=O)COc2ccc(Cl)cc2)c1	7	-4	3	2	-3	i	i	7	2
Cc1ccc(SCc2nnc(N)s2)cc1	-2	-7	0	-4	1	i	i	2	-5
COc1ccc2[nH]c(=O)c(CN(CC3CCCO3)S(=O)(=O)c3ccccc3)cc2c1 (stereo unspecified)	3	-3	1	-1	-3	i	i	2	-9
CCOc1ccc(NC(=O)COC(=O)C2CC2C)cc1 (stereo unspecified)	-4	-4	1	1	-4	i	i	-3	8
S=C(Nc1ccc2cn[nH]c2c1)Nc1ccc(Cl)cc1Cl	0	-16	0	0	25	i	i	5	14
O=C(NCc1ccc(OC(F)(F)F)cc1)C1CC2Cn3c(nc4ccccc43)C2N1Cc1ccccc1 (stereo unspecified)	-6	15	3	6	3	i	i	-4	-11
O=S(=O)(NCC1CCCO1)c1ccc(S(=O)(=O)N(Cc2ccc(F)cc2)C2CCCCC2)cc1 (stereo unspecified)	2	-2	-2	-7	15	i	i	-2	1
COCCNC(=O)C1CC(c2ccc([N+](=O)[O-])cc2)=NO1 (stereo unspecified)	2	2	4	0	-4	i	i	-2	-10
CC(=O)Nc1cccc(NC(=O)c2ccccc2Cl)c1	-2	-8	-3	1	-10	i	i	-4	7

Source: PubChem (several laboratories)
